From PubChem
S100A4 MyoIIA – S100A4-myosin IIA interaction inhibition; P26447; S100A4/TAMRA-MyoIIA peptide fluorescence polarization; inhibition, % at 10.7 µM; actives 0.14% (n = 360,000); AID 652163;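 active = mean inhibition of at least 70% across replicates, with every replicate also reaching that level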
Target sequence (P26447 whole entry, looked up): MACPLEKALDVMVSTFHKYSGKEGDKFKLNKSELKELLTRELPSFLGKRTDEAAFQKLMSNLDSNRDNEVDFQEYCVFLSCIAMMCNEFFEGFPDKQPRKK
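assay system = human S100A4 monomer with TAMRA-labelled myosin IIA peptide | also added = labelled myosin peptide probe, 5 nM | incubation = 5 min between mix addition and reading | control set = DMSO and TFP controls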
C2C12 statin – protects C2C12 myotubes from simvastatin toxicity; rescue of ATP level, % at 7.49 µM; ATP luminescence, 48 h; scaled: DMSO 0, geranylgeraniol control 100; actives 0.78% (n = 330,000); AID 602340;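 active = mean ATP rescue above about 67%, or every replicate alone reaching that limit, limit read from the data, passing the limit was not always enough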;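 note: myotubes were challenged with 10 µM simvastatin during compound exposure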
CASP6 VEID inh – inhibitors of human caspase-6; P55212; purified caspase-6, Z-VEID-R110 cleavage fluorescence; inhibition, % at 12.5 µM; actives 0.53% (n = 350,000); AID 686996;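 active = mean inhibition across replicates at least about 35%, with every replicate also reaching that limit, limit read from the data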;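 note: 0% = median of neutral control wells and 100% = no fluorescence left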
Target sequence (P55212 24-179 limits assumed): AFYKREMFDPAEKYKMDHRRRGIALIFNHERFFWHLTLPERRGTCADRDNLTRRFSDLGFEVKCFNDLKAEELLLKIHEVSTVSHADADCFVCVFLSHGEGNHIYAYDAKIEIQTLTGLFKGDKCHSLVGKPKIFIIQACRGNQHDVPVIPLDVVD
Target sequence (P55212 194-293 limits assumed): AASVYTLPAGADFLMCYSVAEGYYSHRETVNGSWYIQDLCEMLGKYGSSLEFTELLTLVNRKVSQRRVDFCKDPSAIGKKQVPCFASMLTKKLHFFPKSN
LGR2 antag – Drosophila LGR2 receptor signaling inhibition | HEK293 LGR2, CRE-luciferase, bursicon-stimulated, 4 h | inhibition, % at 9.99 µM | actives 0.35% (n = 380,000) | AID 720647;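 active = drop in luminescence signal, shown as inhibition above about 50% in the replicate tests, limit read from the data, passing the limit was not always enough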;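 note: agonist challenge used bursicon conditioned medium at about half maximal strength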
FN deposition inh – fibronectin deposition inhibition | AH1F fibroblasts, Alexa488-fibronectin deposition fluorescence, overnight | inhibition, % at 12.6 µM | actives 0.086% (n = 350,000) | AID 743247;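 active = mean inhibition across replicates of 30% or more, regardless of how many single replicates reach that level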;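 note: positive control wells lacked labelled fibronectin entirely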
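Material: AH1F fibroblast monolayer depositing Alexa488-labelled fibronectin into matrix / Amount: 10000 AH1F cells per well / Signal: fluorescence 485/525 nm / Medium: DMEM, 2% serum / Compound: single dose, pinned / Incubation: 1 h cell adhesion before compound, then overnight fibronectin incubation / Reagent: Alexa488-FN, 24 nM final / Read-out: inhibition of fibronectin deposition signal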
SIRT5 inh – blocks human SIRT5 desuccinylation of peptide; AID 652115; Q9NXA8; actives 1.1% (n = 330,000); inhibition, % at 15 µM; Purified SirT5, succinyl-peptide AMC, trypsin-coupled fluorescence; in the data active = inhibition above about 15%
Target sequence (Q9NXA8 whole entry, looked up): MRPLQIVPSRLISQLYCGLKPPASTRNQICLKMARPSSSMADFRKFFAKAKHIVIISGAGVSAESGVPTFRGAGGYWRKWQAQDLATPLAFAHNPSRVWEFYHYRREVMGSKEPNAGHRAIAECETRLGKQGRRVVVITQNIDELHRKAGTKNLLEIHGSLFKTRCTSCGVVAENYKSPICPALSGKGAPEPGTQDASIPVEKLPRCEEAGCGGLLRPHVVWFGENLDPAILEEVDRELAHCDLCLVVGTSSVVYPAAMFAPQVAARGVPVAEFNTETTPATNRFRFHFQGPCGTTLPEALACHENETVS
esBAF inh – SWI/SNF esBAF complex inhibition. mouse ES cells, Bmi1-luciferase knock-in reporter, 24 h; 100% = twice the neutral-well signal. actives 2% (n = 350,000). AID 602393. reporter increase, % at 12.5 µM; in the data active = activation above about 40%;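 note: 0% = median of the plate's neutral control wells and 100% = double that signal; a rise in the Bmi1 reporter signal indicates esBAF inhibition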
* marks the source's active call; other numbers are inactive results; nt = not tested or not shown; & = joins results of further samples. These rows are one share of the data; the hit share may differ from the screen's.

SMILES | S100A4 MyoIIA | C2C12 statin | CASP6 VEID inh | LGR2 antag | FN deposition inh | SIRT5 inh | esBAF inh
O=C(Nc1ccccc1)N1CCCCN2[C@H](CO)[C@@H](c3ccc(Br)cc3)[C@H]2C1 | -4.6 | 38.6 | -1.2 | 6.6 | nt | 2.0 | 0.1
Cc1nc(C)c(-c2csc(Nc3cccnc3)n2)s1 | 3.4 | -18.2 | 3.7 | -32.8 | nt | 2.3 | 18.2
COCCCNC(=S)NNC(=O)C(O)(c1ccccc1)c1ccccc1 | 2.6 | nt | -3.3 | 2.4 | 5.1 | -5.2 | nt
CN(CCC#N)C(=O)CC(Cc1ccccc1)C1CCOC(C)(C)C1 (stereo not given) | 4.5 | nt | -0.5 | -19.9 | 7.5 | -2.5 | nt
C#CCOc1c(Cl)cc(C2C3=C(CCCC3=O)N(CC(=O)O)C3=C2C(=O)CCC3)cc1OC | -0.8 | 4.7 | 33.0 | 4.7 | 0.0 | -16.0 | -5.1
C=CC[C@H](CC(=O)NCCO)C(=O)N[C@H](COC(=O)[C@H](CC=C)CC(=O)OC(C)(C)C)c1ccccc1 | 2.7 | 6.3 | -4.4 | 11.1 | -11.0 | 0.6 | 0.6
CC(=O)c1c(C)[nH]c(C(=O)NCCc2c[nH]c3ccccc23)c1C | -2.1 | -3.9 | -1.1 | -31.2 | 13.3 | 0.1 | 35.7
COc1cc(CN2CCNC(=O)C2CC(=O)N(C)Cc2ncc[nH]2)cc(OC)c1 (stereo not given) | -6.4 | 3.0 | -3.6 | -8.9 | 10.4 | -1.5 | 7.4
CCN(CC)C(=O)COc1ccc(-c2nnc(N3CCCCC3)c3ccccc23)cc1 | nt | 6.7 | nt | nt | 10.6 | nt | 5.3
Cc1ccc2sc(N(CCCN(C)C)C(=O)c3nc4ccccc4s3)nc2c1C | -2.9 | -9.1 | 19.7 | 13.1 | 1.0 | -0.3 | -5.9
C[C@H]1CCCCO[C@H](CN(C)C(=O)Nc2ccc(F)cc2)[C@@H](C)CN([C@@H](C)CO)C(=O)c2cc(NC(=O)Nc3ccc(F)cc3)ccc2O1 | -15.2 | nt | -1.7 | 9.6 | 1.1 | 5.8 | -0.7
Cc1cc(C)nc(NS(=O)(=O)c2ccc(NC(=S)NC(=O)c3ccco3)cc2)n1 | 0.7 | nt | 2.8 | -1.2 | 5.6 | 0.3 | nt
Oc1ccccc1/C=N/NC(=S)NC1CC2C=CC1C2 (stereo not given) | -2.8 | -14.9 | -1.7 | -76.8 | 6.3 | -1.0 | 36.1
COc1ccc(S(=O)(=O)/N=C2\C=C(NS(=O)(=O)c3ccccc3)C(=O)c3ccccc32)cc1 | 13.4 | nt | 55.8* | 16.9 | 4.2 | 6.4 | nt
COC(=O)c1ccc(NC(=O)c2cc3sccc3n2C)cc1 | nt | 3.7 | nt | nt | 4.4 | nt | 55.0*
CCOc1ccccc1NS(=O)(=O)c1c[nH]c(C(=O)OC)c1 | -0.7 | -19.8 | 2.3 | 18.9 | 4.6 | -3.7 | 3.2
COc1cc(/C=N/O)cc(Cl)c1OC | 3.8 | 5.2 | -0.2 | 10.5 | -0.8 | -1.4 | 5.0
CCOC(=O)C(Cc1ccnc2ccccc12)=NO | -0.1 | 6.8 | -1.1 | 18.2 | 1.7 | -0.3 | 3.5
Cc1cc(C)n(-c2ncc(C#N)cn2)n1 | -0.9 | nt | -3.0 | -0.2 | -0.1 | -11.9 | nt
O=C(c1ccc(CS(=O)(=O)c2ccccc2)o1)N1CCN(c2ccccc2)CC1 | 1.8 | 9.7 | 5.6 | 3.4 | 8.8 | -2.3 | 5.1
CCC(=O)N(C)C[C@@H]1Oc2cc(-c3ccncc3)ccc2S(=O)(=O)N([C@@H](C)CO)C[C@H]1C | 55.6 | -6.3 | 1.1 | -7.9 | -3.8 | -0.1 | -1.1
COc1ccccc1/C=C/C(=O)Oc1cccc2cccnc12 | -0.2 | nt | 3.3 | 24.7 | 0.2 | -1.0 | nt
O=[N+]([O-])c1ccc(Nc2nc(NC3CCCCC3)nc(N3CCCC3)n2)cc1 | -20.6 | nt | -7.5 | -12.3 | 16.3 | 9.3 | nt
O=C(C[C@H]1CC[C@@H]2[C@H](COC[C@@H](O)CN2C(=O)Nc2ccc3c(c2)OCO3)O1)N1CCN(c2ccccc2)CC1 | 7.9 | 24.5 | 2.6 | -8.4 | 11.4 | 4.6 | 0.2
COc1ccccc1CNC(=O)CN1NS(=O)(=O)c2ccccc2C1=O | -1.8 | -2.4 | -2.9 | 8.4 | 6.5 | 12.9 | -4.3
Cc1ccc2c(c1)-n1c(nc3ccccc3c1=O)C(Cc1ccccc1)NC2=O (stereo not given) | 3.2 | nt | 0.6 | -7.5 | 13.7 | nt | nt
CCCCS(=O)(=O)N1CCCc2nc(CC)c(CC)cc21 | -1.6 | nt | -2.5 | -5.8 | 4.6 | nt | nt
N=c1n(CCN2CCCCC2)c2ccccc2n1CC(=O)c1cccs1 | -5.2 | -4.8 | -27.3 | 4.4 | 13.6 | -0.7 | -5.2
COc1ccc(S(=O)(=O)N2CCOCC2)cc1NC(=O)Cn1nnc2ccccc2c1=O | 1.5 | 2.0 | 0.6 | 10.5 | -3.3 | -1.4 | -5.4
COc1ccc(C(=O)N2CCCCCCC2)cc1OC1CCN(C(C)C)CC1 | 4.6 | 27.6 | -3.4 | -2.3 | 24.1 | -5.1 | 4.4
CN(CC(=O)Nc1ccc(F)cc1)CC(=O)N1CCCCCC1 | 3.7 | -2.4 | 16.4 | -3.4 | -5.6 | -0.6 | 0.5
CN(CCc1ccccn1)C(=O)Nc1ccc(C(C)(C)C)cc1 | -4.6 | -33.5 | 0.8 | -9.9 | -4.1 | -3.6 | 2.5
CCn1c(C)nc2cc(NC(=O)Nc3cccc(C(C)=O)c3)ccc21 | 1.5 | nt | nt | 18.1 | 1.0 | -2.6 | nt
CCOc1ccc(NC(=O)CN2CCN(CC(=O)Nc3ccc(N(C)C)cc3)CC2)cc1 | -5.4 | 6.2 | -28.9 | -5.1 | -4.5 | -1.6 | 23.7
Cn1nnnc1Sc1ncnc2scc(-c3ccc(-c4ccccc4)cc3)c12 | 1.4 | 4.3 | -1.1 | 9.5 | 12.4 | nt | 10.3
COc1ccccc1-c1nnc(SCC(=O)Nc2nc(-c3ccccc3)cs2)n1C | nt | 5.2 | nt | nt | 2.3 | nt | 8.1
COc1cccc(NC(=O)C2CCOC2=O)c1 (stereo not given) | 7.6 | 5.4 | -1.0 | -8.7 | -3.6 | 5.6 | -4.6
C[C@@H]1CN([C@H](C)CO)C(=O)c2cccc(NS(C)(=O)=O)c2O[C@H]1CN(C)Cc1ccc(-c2ccccc2)cc1 | 16.5 | 5.7 | -2.2 | 7.8 | 4.1 | nt | 0.1
C[C@@H]1CN([C@@H](C)CO)C(=O)c2cc(Br)cnc2O[C@H]1CN(C)S(=O)(=O)c1ccc(F)cc1 | -1.5 | 7.2 | 3.5 | 10.4 | -12.7 | -2.7 | 0.0
CCC(=O)OCOc1ccc(/C=C2/CCC(CN(C)C)C2=O)cc1 (stereo not given) | 1.0 | nt | 4.4 | nt | 17.2 | 2.6 | nt
O=C(C1CCCC1)N1CC2(C1)[C@H](c1ccccc1)[C@H](CO)N2C(=O)c1cccnc1 | 10.7 | nt | -1.4 | 0.7 | 11.1 | 3.6 | nt
CC(C(=O)N1CCCC1)N(C)CC(=O)Nc1cccc(F)c1 (stereo not given) | -3.4 | -2.0 | -3.2 | -17.7 | nt | 2.2 | -5.7
CC1=C([N+](=O)[O-])C(c2ccccc2Cl)NC(=O)N1 (stereo not given) | -0.3 | 3.5 | -0.8 | 8.8 | -0.4 | 3.9 | 1.0
Cc1nn(C(=O)c2nn(C)cc2Cl)c(C)c1Br | 6.8 | nt | 2.9 | 4.3 | 5.8 | -1.9 | nt
CCN1CCN(c2c(Cl)cccc2NC(=O)c2ccc3nsnc3c2)CC1 | 1.7 | nt | -3.2 | -19.0 | -15.5 | -2.9 | nt
FC(F)Sc1ccc(NC(=S)NC2CCCCC2)cc1 | nt | -1.0 | nt | -22.5 | -4.6 | nt | 50.5*
O=C(Cc1cccnc1)N1CC(=O)N2[C@H](CO)[C@@H](c3ccc(C#CC4CCCCC4)cc3)[C@H]2C1 | nt | nt | nt | -14.1 | -4.5 | -0.6 | nt
O=C(C1=C(O)C(=O)N(CCN2CCOCC2)C1c1cccc(Br)c1)c1cccs1 (stereo not given) | -3.5 | 9.9 | 1.6 | 16.5 | 2.9 | -4.2 | 2.0
COc1ccccc1C(CC(N)=O)c1ccco1 (stereo not given) | nt | -9.1 | nt | 16.5 | nt | nt | -6.7
C[C@@H]1CN([C@@H](C)CO)C(=O)c2cccc(NC(=O)c3ccc(-c4nccs4)cc3)c2O[C@H]1CN(C)S(=O)(=O)c1ccccc1 | 14.0 | -34.2 | 0.8 | -8.3 | nt | 0.4 | -2.1
Following part
SMILES | S100A4 MyoIIA | C2C12 statin | CASP6 VEID inh | LGR2 antag | FN deposition inh | SIRT5 inh | esBAF inh
O=[N+]([O-])c1cccnc1N1CCN(Cc2ccc3c(c2)OCO3)CC1 | 0.4 | 13.9 | -2.0 | 5.5 | -8.5 | 0.3 | 11.2
NC(=O)c1ccc(N=C2C(=O)Nc3ccc([N+](=O)[O-])cc32)cc1 | -4.6 | nt | 5.7 | 20.2 | 4.7 | 2.2 | nt
N#C/C(=C\c1ccccc1)C(=O)NC(=O)Oc1ccccc1 | -50.9 | nt | 3.8 | 7.2 | nt | 7.0 | nt
C[N+](C)(C)CC(=O)N/N=C/c1c2ccccc2cc2ccccc12 | 4.4 | 2.6 | -12.3 | -6.3 | 0.1 | -2.1 | -9.3
CNC[C@H]1Oc2cc(Br)ccc2S(=O)(=O)N([C@@H](C)CO)C[C@@H]1C | -13.4&2.7&-96.5 | -6.4&3.9&-1.1 | -2.9&0.3&-2.1 | -1.9&17.4 | 0.2 | 1.2&7.2&-0.4 | -4.0&-5.4&-7.8
O=C(C[C@H]1CC[C@@H](NC(=O)Nc2ccc3c(c2)OCO3)[C@H](CO)O1)NCc1ccc(F)cc1 | -3.4 | 1.9 | -1.4 | -13.9 | nt | -3.7 | 8.8
Cc1cccc(N2CCN(C(=O)C3CCN(S(=O)(=O)c4cccnc4)CC3)CC2)c1C | 6.9 | -11.0 | -2.1 | 17.6 | -4.2 | nt | 1.2
O=C(OCC(F)(F)C(F)F)c1ccccc1C(=O)Oc1ccc(F)cc1F | nt | 42.4 | nt | 16.3 | -2.6 | nt | -1.2
C/C(=N\NC(=O)CCc1ccc(S(=O)(=O)N2CCOCC2)cc1)c1ccc(OC(F)F)cc1 | -1.7 | 0.0 | 4.0 | 5.2 | -12.0 | -0.6 | 0.6
CCC(=O)Nc1ccc2c(c1)C(=O)N(C)[C@H]1CC[C@@H](CC(=O)N[C@@H](C)c3ccccc3)O[C@@H]1CO2 | -2.6 | 10.5 | 1.4 | 21.0 | -9.0 | -0.2 | -1.3
OC(c1ccc(F)cc1)C(CN1CCOCC1)c1ccccc1 (stereo not given) | -3.1 | 5.4 | -3.0 | -1.1 | nt | -3.3 | 0.5
COc1ccccc1Nc1ccc(NS(=O)(=O)c2ccc(C(C)=O)cc2)cc1 | -2.8 | 16.1 | -2.3 | 11.1 | -9.6 | -0.9 | 13.2
